# Source: PubChem BioAssay (several laboratories)
# Large T inhibition: SV40 large T antigen inhibitors, biochemical (AID 1903). SV40 large T antigen ATPase/helicase inhibition assay; higher % means a stronger effect. one-dose inhibition, % at 20 µM; IC50 in µM for titrated hits. 0.39% of 310,000 active; in the data active = a potency from the dose series; inconclusive = inhibition mostly from about 32% at the one dose, without a potency; inactive = the rest, 99 in 100 with inhibition below about 32%; also: strong numbers were not always called active
# RSV CPE inhibition: RSV antiviral activity via CPE protection, HEp-2 cells, primary 10 µM value included (AID 2391); 0.13% of 310,000 active; one-dose CPE inhibition, % at 10 µM; IC50 in µM for titrated hits; HEp-2 cells, RSV-induced CPE inhibition; higher % means a stronger effect; in the data active = a potency from the dose series; inconclusive = CPE inhibition mostly from about 23% at the one dose, without a potency; inactive = the rest, 99 in 100 with CPE inhibition below about 21%; also: strong numbers were not always called active
# K1F lysis inhibition: protection from phage-mediated lysis, alamar blue read-out – E. coli UTI89, K1F phage, bacterial capsule biogenesis inhibitors (AID 488966) | 0.02% of 340,000 active | E. coli UTI89 K1F phage lysis, alamar blue, 2 h; higher % means a stronger effect | inhibition, % at 100 µM, or IC50 in µM where a hit was titrated;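 active = phage lysis inhibition, versus mean bacterial control, above a set limit; inconclusive = no clear call, values can overlap the other calls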;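 also: capsule biogenesis inhibitors block K1F phage lysis so surviving cells raise fluorescence; higher fluorescence means more inhibition of phage lysis; actives were called in the ten point dose series up to 300 µM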
# Dengue-2 NS5 capping: Dengue-2 NS5 methyltransferase inhibitors, primary screen, biochemical, confirmation dose response (AID 588689) | Dengue-2 NS5 methyltransferase capping enzyme assay, biochemical; higher % means a stronger effect | inhibition, % at 25 µM, or IC50 in µM where a hit was titrated | 0.3% of 340,000 active; in the data active = a potency from the dose series; inconclusive = inhibition above about 29% without an active follow-up result
# MgcRacGAP inhibition: MgcRacGAP GTPase-activating activity inhibitors, confirmation, biochemical, ADP Hunter fluorescence | AID 624330 | inhibition, % at 30 µM, or IC50 in µM where a hit was titrated | MgcRacGAP-stimulated Rac1 GTP hydrolysis, ADP Hunter fluorescence; higher % means a stronger effect; GST-tagged Rac1 F28L mutant substrate | 0.6% of 340,000 active;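 active = first-screen hits whose inhibition reached a set limit at any dose in the follow-up dose series; inconclusive = inhibition above the set first-screen limit but never retested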;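 also: fluorescence reports GDP produced by GAP-driven GTP hydrolysis; strong numbers were not always called active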
# Siah-1 displacement: blockers of Siah-1 interaction with plectin peptide – biochemical, fluorescence polarization, rhodamine-plectin, uHTS, primary screen (AID 1817); 0.02% of 290,000 active; one-dose displacement, % at 20 µM; IC50 in µM for titrated hits; Siah-1 / rhodamine-plectin peptide fluorescence polarization; higher % means a stronger effect;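 active = displacement of at least 50% at 20 µM, with a fluorescence ratio check between 0.3 and a set limit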;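 also: plate controls were Siah plus tracer with DMSO for no effect and tracer alone without Siah for full effect; strong numbers were not always called active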
# AID2073: disruptors of CaV2.2 binding to Mint1 – biochemical, HTRF (AID 2073); HTRF protein-protein interaction, Mint1-CaV2.2; higher % means a stronger effect; inhibition, % at 20 µM, or IC50 in µM where a hit was titrated; 0.19% of 290,000 active; in the data active = inhibition mostly above about 51%, no sharp cut-off; inconclusive = no clear call, values can overlap the other calls; inactive = mostly below about 53%; also: some results filed as inactive read as strong as hits
# West Nile antiviral: West Nile virus antiviral activity, cell-based, CPE readout (AID 1621); West Nile virus-infected cells, CPE inhibition; higher % means a stronger effect; CPE inhibition, % at 10 µM, or IC50 in µM where a hit was titrated; 0.02% of 290,000 active; in the data active = a potency from the dose series; inconclusive = CPE inhibition mostly from about 3.7% at the one dose, without a potency; inactive = the rest, 99 in 100 with CPE inhibition below about 2.2%; also: strong numbers were not always called active
# NTR1 agonist: agonists of NTR1, primary screen, imaging, U2OS cells, beta-arrestin-GFP, high content (AID 493036); P30989; NTR1-U2OS beta-arrestin-GFP spot imaging, agonist mode; activation, % at 20 µM; 0.17% of 330,000 active;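 active = activation at or above 40% of the spot to cytoplasm intensity ratio, with at least 20 cells analyzed; inconclusive = wells under 20 cells, flagged as cytotoxic or low count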;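 also: 0% = DMSO without peptide and 100% = 100 nM NTR1 peptide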
# Target sequence (P30989 whole entry, looked up): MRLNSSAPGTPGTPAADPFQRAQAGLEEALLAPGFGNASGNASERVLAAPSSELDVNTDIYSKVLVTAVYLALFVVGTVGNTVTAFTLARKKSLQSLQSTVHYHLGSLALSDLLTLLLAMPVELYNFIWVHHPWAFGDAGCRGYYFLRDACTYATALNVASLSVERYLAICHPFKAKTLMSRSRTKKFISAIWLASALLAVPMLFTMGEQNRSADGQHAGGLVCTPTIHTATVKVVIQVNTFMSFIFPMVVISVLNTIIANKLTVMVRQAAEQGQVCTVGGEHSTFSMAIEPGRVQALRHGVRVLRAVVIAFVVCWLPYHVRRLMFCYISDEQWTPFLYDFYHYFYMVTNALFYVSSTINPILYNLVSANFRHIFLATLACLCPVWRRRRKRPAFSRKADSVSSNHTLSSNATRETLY
# NTR1 agonist cell count 20 µM: recorded beside NTR1 agonist, whose call it bears; cell count; measured here: cell count, cytotoxicity flag
# Dengue-2 NS5 capping pilot replicate: second read-out of Dengue-2 NS5 capping, no call of its own (marks repeat the call); inhibition, %; measured here: pilot screen replicate inhibition
# * hit, by the source's call; ? = inconclusive; nt = no result given; [ ] = another dose, or the depositor's remark. An unsorted share of the library. About 1.6% of those tested had a hit in this group.
SMILES,Large T inhibition,RSV CPE inhibition,K1F lysis inhibition,Dengue-2 NS5 capping,MgcRacGAP inhibition,Siah-1 displacement,AID2073,West Nile antiviral,NTR1 agonist,NTR1 agonist cell count 20 µM,others
COc1ccccc1C1/C(=C(/O)c2ccc(OC(C)C)cc2)C(=O)C(=O)N1c1cc(C)on1 (stereo unspecified),18%,1.8%,0.7%,1%,6%,2%,18%,0.1%,-1.5,55,
CC1=C(C(N)=O)C(c2ccccc2F)NC(=O)N1 (stereo unspecified),19%,1.5%,-0.1%,-1%,6%,-7%,4%,0.0%,11,55,
C#CCOC(=O)c1csc2nnsc12,-2%,4.5%,0.3%,-5%,5%,-3%,4%,0.5%,0.4,65,
CCOC(=O)CNC(=O)CSc1ccc(-c2nc3ccccc3[nH]2)cn1,5%,-1.5%,0.0%,-10%,9%,3%,12%,-1.7%,1.0,51,Dengue-2 NS5 capping pilot replicate=-2.4
COc1ccccc1NS(=O)(=O)c1ccc(C)c(C(=O)N2CCCC2)c1,nt,1.1%,0.0%[50 µM],-8%,-2%,nt,nt,nt,-1.5,97,
Cc1cc(Br)ccc1NC(=O)CN(C)C(=O)c1ccc2ccccc2n1,nt,3.4%,0.5%[50 µM],6%,6%,nt,nt,nt,1.2,54,
Cc1c(Cl)cccc1NC(=O)CCC(=O)N/N=C/c1ccc[nH]1,13%,0.3%,1.7%[50 µM],-1%,8%,2%,10%,nt,-0.1,46,
CCOC(=O)Cc1csc(N(C)C)n1,1%,-1.7%,-0.3%,3%,0%,4%,9%,0.0%,4.0,34,
Cc1cc(C)cc(N(C(=O)CNS(=O)(=O)c2ccccc2)C(C(=O)NCc2ccccc2)c2ccc(C)o2)c1 (stereo unspecified),6%,17%,0.3%[50 µM],-6%,1%,1%,34%,-1.3%,7.4,74,
S=C(Nc1ccccc1)Nc1ccccc1-n1cccc1,7%,nt,nt,nt,nt,7%,15%,0.1%,nt,nt,
O=C(CNC(c1ccccc1)c1ccccc1)Nc1ccc(F)cc1,-1%,5.2%,1.2%,-2%,6%,1%,4%,-0.7%,4.0,36,
Cn1ncc2c(c(SCc3ccc(Cl)cc3Cl)nn2C)c1=O,2%,0.0%,-1.8%,0%,2%,1%,-18%,-0.3%,1.9,48,
O=C(CNC1CCCCC1)Nc1cccc(C(F)(F)F)c1,10%,-0.7%,1.7%,2%,9%,1%,-2%,-0.9%,1.9,51,
CCc1ccccc1Oc1ccc(S(=O)(=O)N2CCN(C)CC2)cn1,13%,-1.6%,0.5%[50 µM],0%,2%,nt,nt,nt,-1.1,65,
NC(=S)N/N=C/c1ccc([N+](=O)[O-])cc1,7%,17%,-0.2%,5%,1%,2%,9%,0.7%,0.4,89,
CCN(c1ccc(NC(=O)CCc2nc3sc4c(c3c(=O)[nH]2)CCCC4)cc1)C(C)C,29%,-2.2%,1.0%[50 µM],-7%,15%,nt,nt,nt,-0.3,59,
O=C(N/N=C/c1ccccc1O)C(=O)N1CCCCCC1,5%,3.6%,0.0%,0%,7%,-1%,7%,0.1%,0.4,59,
CCC(=O)c1ccc(OCC(O)CN2CCN(S(=O)(=O)N3CCCCC3)CC2)cc1 (stereo unspecified),9%,0.0%,-0.1%,5%,3%,1%,-3%,-0.5%,-0.5,54,
COc1ccc(-c2nc(NC(=O)CSc3nnc4ccccn34)ns2)cc1,2%,13%,nt,nt,nt,7%,7%,0.6%,0.2,46,
CCOC(=O)C(C#N)=C1CCN(Cc2ccccc2)CC1,9%,-1.8%,0.1%,7%,11%,4%,-1%,-0.1%,-1.0,115,
O=C(c1ccc(NC2=NC3CS(=O)(=O)CC3S2)cc1)N1CCc2ccccc2C1 (stereo unspecified),8%,2.4%,0.9%,-2%,8%,6%,-4%,0.0%,-0.4,84,
CN(C)c1ccc(Nc2nc(N)c([N+](=O)[O-])c(N3CCOCC3)n2)cc1,3.8µM*,1.1%,4.8%,2%,?,6%,-12%,2.1%,1.3,35,
O=C(NCCN1CCOCC1)c1cnn2c(-c3ccccc3)cc(-c3ccccc3)nc12,2%,-1.9%,1.1%,-5%,2%,8%,14%,0.3%,5.1,55,
CC(C)(C)OC(=O)NCc1ccc(NC(=O)c2nc[nH]c2C(=O)NCCCCNC(=O)c2[nH]cnc2C(=O)Nc2ccc(CNC(=O)OC(C)(C)C)cc2)cc1,nt,nt,0.1%,-1%,-3%,nt,nt,nt,0.8,76,
COc1ccc(-c2noc(CN3CCCCC3c3nccn3C)n2)cc1 (stereo unspecified),7%,-0.2%,0.1%,-1%,1%,3%,2%,-0.7%,0.9,62,
O=C(CCNS(=O)(=O)c1ccccc1F)NCc1ccc2c(c1)OCO2,0%,0.4%,3.8%,-2%,5%,4%,-5%,0.1%,-2.0,59,
O=C(NCCN1CCOCC1)c1ccc(=O)oc1,9%,1.9%,0.2%,-6%,8%,5%,0%,0.0%,-1.6,74,
Cc1cc(C)cc(NC(=O)Nc2ccc3c(c2)N(C)C(=O)CS3)c1,8%,0.4%,1.3%,-8%,2%,1%,-2%,-0.1%,22,41,
CC1(c2ccccc2Cl)NC(=O)N(CC(=O)N2CCc3ccccc3C2)C1=O (stereo unspecified),nt,nt,-1.2%,-3%,3%,nt,nt,nt,2.7,63,
CCOc1ccc(S(=O)(=O)N2CCN(CN3C(=O)CC4(CCCC4)C3=O)CC2)cc1,nt,-0.4%,0.1%[50 µM],0%,-2%,nt,nt,nt,1.0,56,
O=[N+]([O-])c1c(Nc2cccc(O)c2)cc(Cl)c2nonc12,48µM*,-2.5%,0.5%,26µM*,21%,62%,-46%,?,1.1,24,
COc1cccc(/C=C/C(=O)c2cccc([N+](=O)[O-])c2)c1OC,12%,0.3%,4.2%,-39%,8%,-2%,5%,-0.7%,59*,57*,
CC1(C)CC(=O)/C(=C(\O)Cc2ccccc2)C(=NCCCCCC(=O)O)C1,4%,2.3%,1.4%[50 µM],1%,-3%,1%,3%,0.7%,1.0,65,
Cc1ccccc1C(=O)NC(=S)NC1CC1,4%,7.6%,-0.1%,-10%,4%,8%,-2%,-1.4%,-0.4,77,
O=C(Cc1n[nH]c(=O)[nH]c1=O)N/N=C/c1ccccc1,5%,0.9%,0.6%,1%,3%,0%,-4%,-0.1%,0.0,53,
CSc1cccc(NC(=O)/C=C/c2ccco2)c1,10%,2.7%,-0.7%,-12%,-5%,23%,66%,0.5%,1.8,50,
Cc1cccc(NC(=O)c2ccc(N3CCCCC3)c([N+](=O)[O-])c2)n1,-4%,1.2%,1.3%,-1%,5%,0%,-2%,nt,7.1,64,
C/C(=N\NC(=O)c1ccoc1C)c1ccccc1O,2%,6.7%,1.4%,-10%,7%,10%,44%,0.1%,-0.6,46,
CCOC(=O)Cn1nnc2c(sc3nc4c(c(-c5ccc(Cl)cc5)c32)CCC4)c1=O,6%,11%,2.1%,-5%,11%,2%,23%,-0.2%,8.0,52,
O=c1ccc(-c2ccccc2)nn1Cc1ccc(Cl)cc1,11%,3.3%,-0.4%,-6%,7%,nt,nt,-1.3%,nt,nt,
CCC(Sc1nc2c(cnn2-c2ccc(Cl)cc2)c(=O)[nH]1)C(=O)OC (stereo unspecified),4%,1.7%,-0.9%,-1%,12%,-1%,25%,0.7%,15,100,
O=[N+]([O-])c1ccc(N/N=C/c2c[nH]c3ccccc23)c(S(=O)(=O)Nc2ccc(Cl)cc2)c1,4%,1.1%,-0.5%,-8%,5%,2%,4%,nt,-1.4,93,
Cc1cccc(CCN2CCN=C2Nc2ccccc2)c1,-3%,-1.5%,1.3%,-2%,10%,nt,nt,nt,-0.4,91,
CCC(=O)Nc1ccc(NC(=O)c2cccc3c(Br)cccc23)cc1,6%,-2.3%,0.0%,-4%,3%,-7%,15%,-0.8%,-1.2,66,
CCOC(=O)c1[nH]cnc1C(=O)NCc1ccccc1,10%,-0.5%,0.2%,-1%,2%,10%,0%,0.0%,0.9,54,
COC(=O)CC1(C(=O)OC)Oc2ccc(Br)cc2C(=O)N1c1ccc(Br)cc1Cl (stereo unspecified),14%,2.0%,0.4%,2%,0%,8%,-13%,-1.1%,6.5,53,
CCOC(=O)C1(Cc2ccccc2)CCCN(Cc2ccncc2)C1 (stereo unspecified),5%,0.0%,-0.1%,-9%,6%,2%,1%,-1.2%,-1.4,42,
Cc1cc(C)nc(SCc2ccc(C(=O)NN=C3C4CC5CC(C4)CC3C5)cc2)n1,6%,3.8%,1.7%[50 µM],2%,12%,2%,-10%,0.1%,2.1,51,
O=C(CCNS(=O)(=O)c1cccc2nsnc12)NCc1cccs1,2%,0.9%,0.6%,2%,5%,-1%,-2%,-0.2%,-0.5,94,
O=C(COc1ccccc1)NC(=S)Nc1cccc([N+](=O)[O-])c1,6%,-0.1%,4.1%,6%,14%,-5%,13%,-0.1%,1.7,47,
# Later entries
SMILES,Large T inhibition,RSV CPE inhibition,K1F lysis inhibition,Dengue-2 NS5 capping,MgcRacGAP inhibition,Siah-1 displacement,AID2073,West Nile antiviral,NTR1 agonist,NTR1 agonist cell count 20 µM,others
CCC(C)NCCCCOc1cc(C)cc(C(C)C)c1 (stereo unspecified),15%,-0.6%,0.8%,-4%,18%,4%,-4%,-1.6%,0.3,56,
COc1ccc(N(CCC#N)S(=O)(=O)c2ccc(Cl)cc2)cc1,-10%,-0.8%,-0.3%,-8%,-3%,-5%,4%,-0.5%,0.9,68,
CCN(C(=O)c1cc2ccccc2oc1=O)c1cccc(C)c1,3%,0.8%,-1.3%,-4%,9%,-3%,-4%,-0.4%,1.5,51,
COc1ccc(C2=NOC(C(=O)NC(C)C)C2)cc1 (stereo unspecified),-2%,-0.2%,2.0%,2%,4%,5%,-2%,-0.1%,0.7,51,
CCOc1ccccc1NC(=O)CCS(=O)(=O)c1ccc(OC)cc1,3%,0.7%,-0.1%,-6%,7%,6%,9%,-0.5%,-1.9,85,
CCOC(=O)c1sc(NC(=O)Nc2ccc(Cl)cc2)nc1C,-2%,?,0.9%,-3%,2%,-4%,8%,1.0%,8.6,89,
CCc1nc(N2CCN(Cc3ccc4c(c3)OCO4)CC2)c2oc3ccccc3c2n1,7%,-1.7%,0.3%,2%,3%,1%,6%,1.2%,3.1,95,
Cn1c(SCC(=O)Nc2ccc3[nH]c(=O)[nH]c3c2)nnc1-c1ccccc1,27%,1.5%,-0.1%,-6%,3%,0%,-2%,0.0%,0.2,51,
